Hsp90 inh: displaces geldanamycin probe from tumor Hsp90 | AID 429 | inhibition, % at 30 µM | NCI-N417 lysate Hsp90, Cy3B-geldanamycin FP displacement | 64,000 tested, 0.35% active;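 active means inhibition above 50%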;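 further: 0% = tracer plus lysate wells and 100% = tracer alone without lysate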
HTR1A agonist: 5-HT1a (human) receptor agonism; AID 567; P08908; 65,000 tested, 0.56% active; activation, % at 10 µM; CHO 5-HT1a Ga15 NFAT-bla reporter, FRET ratio; 0% basal, 100% maximal reference agonist;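 active means activation above the screen-wide mean activation plus 3 SD, cut at about 19% in these data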;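 further: 0% = DMSO wells and 100% = 5-CT at EC100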
MKP-1 inh: blocks human MKP-1 phosphatase activity; 65,000 tested, 0.15% active; P28562; recombinant MKP-1, OMFP hydrolysis fluorescence; AID 374; inhibition, %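 (compounds tested at a single concentration somewhere between 10 and 100 µM)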;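 active means inhibition above about 50%, limit read from the data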;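 further: 0% = DMSO max control wells and 100% = wells with enzyme stopped by NaOH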
FXIa mix inh: inhibitors of human coagulation factor XIa, pooled mixtures | AID 680 | 62,000 tested, 0.19% active | purified FXIa, fluorogenic substrate | inhibition, % at 5 µM | P03951;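 further: each value is inhibition by a whole ten-compound pool holding the compound; 0% = enzyme with no mixture and 100% = wells lacking enzyme; strong numbers were not always called active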
C1s inh: blocks human complement C1s protease activity. P09871. purified C1s, fluorogenic AMC substrate, pooled mixtures. mean inhibition % of two 10-compound mixtures (hits give high values), % at 5 µM (by protocol). 62,000 tested, 0.16% active. AID 538;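 active means inhibition above 20% in each of the two 10-compound mixture wells holding the compound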;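 further: 0% = enzyme wells lacking compound mixture and 100% = no-enzyme blank wells; some compounds called inactive have numbers as strong as hits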
FXIIa mix inh: inhibitors of human coagulation factor XIIa, pooled mixtures; inhibition, % at 5 µM; 62,000 tested, 0.2% active; purified FXIIa, fluorogenic substrate; P00748;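 further: 0% = enzyme without compound and 100% = no enzyme blank; some results filed as inactive read as strong as hits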
Cdc25B block: inhibitors of human Cdc25B phosphatase; P30305; recombinant Cdc25B, OMFP fluorescence Ex485/Em525; inhibition, %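 (compounds tested at 10 µM final in the well)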; 65,000 tested, 0.1% active; in the data active means inhibition above about 50%
Cathepsin G inh: blocks human cathepsin G enzyme activity; AID 581; purified enzyme, AMC-tetrapeptide fluorescence, pooled mixtures; 62,000 tested, 0.2% active; inhibition, % at 5 µM (by protocol);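 active means inhibition above 20% in each of the two mixture wells holding the compound; inactive means inhibition of 20% or less in either well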;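 further: 0% = enzyme control without mixture and 100% = blank lacking enzyme; strong numbers were not always called active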
Target sequence (P08311 21-244 limits assumed): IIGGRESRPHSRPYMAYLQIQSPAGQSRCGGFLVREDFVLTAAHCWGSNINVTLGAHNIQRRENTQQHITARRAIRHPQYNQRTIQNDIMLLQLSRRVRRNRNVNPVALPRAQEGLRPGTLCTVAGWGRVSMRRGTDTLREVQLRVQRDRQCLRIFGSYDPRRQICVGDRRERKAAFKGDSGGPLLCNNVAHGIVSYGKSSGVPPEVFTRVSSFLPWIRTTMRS
CatL inh: inhibitors of human cathepsin L; purified cathepsin L, fluorogenic substrate, fluorescence; inhibition, %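 (tested at 10 µM)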; AID 460; 58,000 tested, 0.17% active; P07711; in the data active means inhibition above about 45%;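 further: 0% = enzyme with no compound and 100% = no enzyme blank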
Target sequence (P07711 114-288 limits assumed): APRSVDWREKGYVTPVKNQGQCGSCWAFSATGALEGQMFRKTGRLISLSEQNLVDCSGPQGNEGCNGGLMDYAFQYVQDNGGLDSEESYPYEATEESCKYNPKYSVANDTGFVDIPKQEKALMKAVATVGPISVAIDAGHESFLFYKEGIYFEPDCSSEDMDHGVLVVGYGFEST
Target sequence (P07711 292-333 limits assumed): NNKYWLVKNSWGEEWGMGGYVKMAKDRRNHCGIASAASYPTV
The depositor's hits bear a star; x = not tested or not shown. Unless noted, no stated cut-off is given here; in the data, active means inhibition above about 20% (passing the limit was not always enough); inactive means the rest.

SMILES	Hsp90 inh	HTR1A agonist	MKP-1 inh	FXIa mix inh	C1s inh	FXIIa mix inh	Cdc25B block	Cathepsin G inh	CatL inh
CC(=O)Nc1ccc(S(=O)(=O)N2CCN(C(=O)N3CCCCCC3)CC2)cc1	0	-1.9	17	1	12	1	-14	10	17
C/C(=N\O)C(=O)NCc1ccccn1	-1	-1.0	1	-4	-12	6	8	-18	3
C=C(Cl)COc1ccc2c(C)cc(=O)oc2c1	-2	-2.6	5	-6	-62	2	-10	-16	5
Clc1ccc(Cc2noc(-c3cccs3)n2)cc1	-3	-0.6	6	13	-4	1	3	-2	9
Cn1c(NC(=O)c2cc(Cl)ccc2Cl)cc(=O)n(C)c1=O	-4	0.7	8	1	-13	1	-26	8	13
CCOC(=O)c1ccc(NC(=O)c2c(C)[nH]c(C(=O)OCC)c2C)cc1	0	-1.9	25	4	11	5	-8	7	11
COCCN1Cc2cccc(C(=O)Nc3ccc(S(=O)(=O)N4CCCCC4)cc3)c2C1=O	-1	-2.1	-2	7	10	6	4	9	14
O=C(CCCCCN1C(=O)C2C3C=CC(C3)C2C1=O)Nc1nccs1 (configuration not stated)	3	-3.9	4	5	2	3	-8	-1	x
CCN1CCCC1Cn1cnc2c([nH]c3ccc(Cl)cc32)c1=O (configuration not stated)	-9	0.8	-11	7	6	13	5	8	4
COc1ccc(N2CCN(C(=O)CCCC3=NS(=O)(=O)c4ccccc4N3)CC2)cc1	-5	-1.2	-3	6	-23	8	-6	-5	9

Full records from above.
CCOC(=O)c1ccc(NC(=O)c2c(C)[nH]c(C(=O)OCC)c2C)cc1 across the screens: Hsp90 inh: 0; HTR1A agonist: -1.9; MKP-1 inh: 25; FXIa mix inh: 4; C1s inh: 11; FXIIa mix inh: 5; Cdc25B block: -8; Cathepsin G inh: 7; CatL inh: 11
C=C(Cl)COc1ccc2c(C)cc(=O)oc2c1 across the screens: Hsp90 inh: -2; HTR1A agonist: -2.6; MKP-1 inh: 5; FXIa mix inh: -6; C1s inh: -62; FXIIa mix inh: 2; Cdc25B block: -10; Cathepsin G inh: -16; CatL inh: 5

Some entries already given, reduced to MKP-1 inh and Cathepsin G inh:
| Structure | MKP-1 inh | Cathepsin G inh |
| --- | --- | --- |
| O=C(CCCCCN1C(=O)C2C3C=CC(C3)C2C1=O)Nc1nccs1 (configuration not stated) | 4 | -1 |
| CCN1CCCC1Cn1cnc2c([nH]c3ccc(Cl)cc32)c1=O (configuration not stated) | -11 | 8 |

Additional compounds
SMILES	Hsp90 inh	HTR1A agonist	MKP-1 inh	FXIa mix inh	C1s inh	FXIIa mix inh	Cdc25B block	Cathepsin G inh	CatL inh
CCC(Sc1nc(C)cc(C)n1)C(=O)O (configuration not stated)	-6	2.1	11	x	x	x	-4	x	x
OC(CN1C2=NCCCN2c2ccccc21)c1ccc(Cl)cc1 (configuration not stated)	0	2.5	-11	-21	-125	-2	-2	5	x
CC(C)OC(=O)c1sc2nc3c(cc2c1N)C(=O)CCC3	-3	-1.4	-37	x	x	x	16	x	-13
CC(=O)c1ccc(NC(=O)C2CCC(C)(C(=O)O)C2(C)C)cc1 (configuration not stated)	-1	-2.0	8	6	14	-7	4	12	17
CCn1c(=O)cc(OCC(=O)N2CCc3ccccc32)c2ccccc21	0	-0.7	13	4	-6	-14	-4	6	x
COc1ccc(S(=O)(=O)N(Cc2ccccc2)Cc2nc3ccccc3c(=O)[nH]2)cc1	-2	0.9	22	15	1	2	1	6	12
COc1ccc(N(C(C)=O)C2C=CS(=O)(=O)C2)c(OC)c1 (configuration not stated)	-1	-2.8	6	12	18	5	6	10	0
CCOC(=O)C1C(=O)NC(N2CCOCC2)=NC1c1ccco1 (configuration not stated)	0	-0.1	9	1	32	3	-4	-17	-9
CC1(C)CC(=O)C=C(NCCN2CCN(C(=O)Nc3ccccc3)CC2)C1	-1	-1.9	-12	1	7	4	-7	4	4
COc1ccc(S(=O)(=O)n2nc(-c3cc(OC)c(OC)c(OC)c3)cc2N)cc1OC	-2	0.0	34	6	5	21*	-8	1	x

Records listed above that bear a hit mark in FXIIa mix inh.
Structure	HTR1A agonist	MKP-1 inh	FXIa mix inh	C1s inh	FXIIa mix inh	Cdc25B block	Cathepsin G inh	CatL inh
COc1ccc(S(=O)(=O)n2nc(-c3cc(OC)c(OC)c(OC)c3)cc2N)cc1OC	0.0	34	6	5	21*	-8	1	x

Next section:
SMILES	Hsp90 inh	HTR1A agonist	MKP-1 inh	FXIa mix inh	C1s inh	FXIIa mix inh	Cdc25B block	Cathepsin G inh	CatL inh
O=C(NCc1cccs1)c1nn2cccnc2c1Cl	-10	-2.6	-2	6	1	11	-11	10	2
O=C(Oc1ccc(N(Cc2cccs2)C2=NS(=O)(=O)c3ccccc32)cc1)c1ccco1	-4	1.4	5	x	x	x	-17	x	x
CC12CCC(C(=O)N3CCCc4ccccc43)(CC1=O)C2(C)C (configuration not stated)	-1	-1.3	9	2	-12	-18	-1	4	x
O=C(Nc1ccccc1C(F)(F)F)N1CCCC(O)C1 (configuration not stated)	1	-0.8	-2	5	5	3	-4	9	6
O=C(CSc1ncn[nH]1)NCCOc1ccccc1	0	-1.6	6	4	-3	4	1	-2	7
O=C(O)c1ccc(CSc2nc3ccccc3o2)cc1	4	-1.8	10	5	-5	4	11	0	-1
CCn1c(=O)cc(OCC(=O)NCC2CCCO2)c2ccccc21 (configuration not stated)	-2	-6.1	-7	6	12	4	-17	8	5
C=CCNC(=O)Nc1ccc2oc(C)nc2c1	-15	-2.6	6	8	16	5	1	9	-7
CN(C)c1nc(OCCOC(=O)COc2ccc(Cl)cc2Cl)nc(N(C)C)n1	0	-1.0	-13	2	3	8	-3	0	2
O=C(C1CCCO1)N(c1cccc(Cl)c1)C1C=CS(=O)(=O)C1 (configuration not stated)	-5	-3.3	1	-2	-11	2	-10	8	9
CCOC(=O)n1c(=O)oc2cc(S(=O)(=O)N3CCCCC3)ccc21	2	-1.2	3	8	7	3	-9	-43	7
O=C(c1ccc(Br)o1)N1CCN=C1SCc1cccc(F)c1	1	1.0	3	-24	-208	1	-5	-15	14

High-throughput results from PubChem.
